CHT allo act – human CHT allosteric activation. Q9GZV3. CHT-expressing cells, membrane potential dye, choline EC20; stronger effect = higher value; LV-AA mutant CHT in HEK293 cells. B-score at 10 µM. 310,000 compounds, 0.49% hits;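 active = initial fluorescence not abnormally high and integrated response B-score, plate-corrected, over 3 SD above library mean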
Target sequence (Q9GZV3 whole entry, looked up): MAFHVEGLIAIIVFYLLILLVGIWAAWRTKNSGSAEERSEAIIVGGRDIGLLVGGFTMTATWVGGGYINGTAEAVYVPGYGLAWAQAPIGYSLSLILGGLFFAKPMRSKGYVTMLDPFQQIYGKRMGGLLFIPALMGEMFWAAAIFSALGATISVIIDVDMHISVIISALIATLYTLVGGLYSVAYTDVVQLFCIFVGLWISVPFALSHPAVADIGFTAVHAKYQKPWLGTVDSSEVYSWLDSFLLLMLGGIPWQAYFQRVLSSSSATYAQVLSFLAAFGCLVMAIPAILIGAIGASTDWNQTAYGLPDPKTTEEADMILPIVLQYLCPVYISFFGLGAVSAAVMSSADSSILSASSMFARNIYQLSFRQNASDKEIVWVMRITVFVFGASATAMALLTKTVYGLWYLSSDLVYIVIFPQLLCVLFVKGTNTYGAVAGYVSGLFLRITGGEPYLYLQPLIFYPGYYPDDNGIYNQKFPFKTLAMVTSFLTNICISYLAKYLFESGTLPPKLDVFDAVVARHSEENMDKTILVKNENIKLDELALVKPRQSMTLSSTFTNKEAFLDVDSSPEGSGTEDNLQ
CHT inh – human CHT choline transport inhibition | Q9GZV3 | 310,000 compounds, 0.86% hits | CHT-expressing cells, membrane potential dye, choline response; stronger effect = lower value | B-score at 10 µM;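 active = B-score over 3 SD under the library average, and starting fluorescence ratio not unusually high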;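 also: choline stimulus applied at its EC90 after an EC20 pre-addition; B-score computed on integrated fluorescence ratio after choline addition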
Calls only; i = inactive. An unsorted share of the library; any-hit rate near 1.4%.

SMILES | CHT allo act | CHT inh
CCC(C(=O)OCC(=O)c1ccc2c(c1)NC(=O)CO2)c1ccccc1 (stereo not given) | i | i
Cn1c(NC(=O)c2ccc(C(C)(C)C)cc2)cc(=O)n(C)c1=O | i | i
COc1ccc(-c2csc3ncnc(N4CCN(c5cccc(OC)c5)CC4)c23)cc1 | i | i
COCCCN(C(=S)NC(=O)c1ccc(Br)cc1)c1c(N)n(Cc2ccccc2)c(=O)[nH]c1=O | i | i
CC1(C)C=Cc2cc(-c3coc4cc(O)cc(O)c4c3=O)cc(O)c2O1 | i | i
O=C1CCC([N+](=O)[O-])C(c2ccc(C(F)(F)F)cc2)N1 (stereo not given) | i | i
Cc1nc2ccccc2n1C(=O)c1ccc(Cl)cc1[N+](=O)[O-] | i | i
COc1ccc(OCc2cc(C(=O)N(C)Cc3nccn3C)no2)c2ccccc12 | i | i
COc1ccc(-c2cc(=O)c3c(O)c(OC)c(O)cc3o2)cc1 | i | i
COc1cc(C(=O)NC(c2ccccc2)c2ccccc2)cc(OC)c1C | i | i

Entries of single compounds from above. Values in the order: CHT allo act, CHT inh
`COc1ccc(-c2csc3ncnc(N4CCN(c5cccc(OC)c5)CC4)c23)cc1` is listed with i, i
`COc1ccc(OCc2cc(C(=O)N(C)Cc3nccn3C)no2)c2ccccc12` is listed with i, i
`Cn1c(NC(=O)c2ccc(C(C)(C)C)cc2)cc(=O)n(C)c1=O` is listed with i, i
`CC1(C)C=Cc2cc(-c3coc4cc(O)cc(O)c4c3=O)cc(O)c2O1` is listed with i, i

(cont.)
SMILES | CHT allo act | CHT inh
COC(=O)c1cc(C(=O)OC)cc(N2C(=O)CC(NNC(=O)c3ccccc3Br)C2=O)c1 (stereo not given) | i | i
Cc1ccccc1NC(=O)Cc1nc(COC(=O)c2cc([N+](=O)[O-])ccc2NCCO)cs1 | i | i
COC(=O)Cc1cc(=O)[nH]c(/N=C(\N)Nc2ccccc2)n1 | i | i
COCCN(CC(=O)NC1CCCCC1)C(=O)c1csnn1 | i | i
CCN(C(=O)CCS(=O)(=O)c1cccc2nsnc12)c1cccc(C)c1 | i | i
CCOc1ccc2nc(N3CCCC(C(=O)NCCCN4CCOCC4)C3)sc2c1 (stereo not given) | i | i
COc1ccc(S(=O)(=O)NN(C)c2nc(C(F)(F)F)nc3ccccc23)cc1 | i | i
Cc1snc(SCC(=O)N/N=C(\N)COc2ccc(F)cc2)c1C#N | i | i
CCOc1ccccc1Nc1nc(N)nc(CN(C)C2CCCCC2)n1 | i | i
Oc1ccccc1/C=N/NC(=S)NCCc1ccccc1 | i | i
COc1cc(OC)cc(C(=O)NNC(=O)C(=O)Nc2cc(OC)c(Cl)cc2OC)c1 | i | i
COc1ccc(OCC(=O)Nc2ccccc2C(=O)NC(C)C)cc1 | i | i
CN1CC(c2ccccn2)C2(SC(=S)N(Cc3ccccc3)C2=O)C12C(=O)Nc1ccccc12 (stereo not given) | i | i
Cc1ccc(-n2c(C(C)C)nc3oc4ccccc4c(=O)c3c2=O)cc1 | i | i
CCCn1c(SCC(=O)Nc2nc(-c3ccc(OC)cc3)cs2)nc2c1c(=O)n(C)c(=O)n2C | i | i
CCn1c(=O)c2sccc2n2c(CCCC(=O)N3CCN(c4ccccn4)CC3)nnc12 | i | i
CC1(C)CN(O)CCN1O | i | i
Cc1c(O)c(=O)n(-c2ccccc2)n1C | i | i
CSc1ccc(S(=O)(=O)Nc2c(C)cccc2C)cc1 | i | i
CCOc1ccc(NC(=O)CN(C)C(=O)CCc2ccccc2Cl)cc1OCC | i | i

Brought forward from above: 4 entries; new compounds follow.
SMILES | CHT allo act | CHT inh
CC1(C)CN(O)CCN1O | i | i
Cc1c(O)c(=O)n(-c2ccccc2)n1C | i | i
CSc1ccc(S(=O)(=O)Nc2c(C)cccc2C)cc1 | i | i
CCOc1ccc(NC(=O)CN(C)C(=O)CCc2ccccc2Cl)cc1OCC | i | i
S=C(NC1CCCCC1)N1CCCCC1 | i | i
CN(c1ccccc1)S(=O)(=O)c1nnc(NC(=O)c2ccco2)s1 | i | i
CCc1ccc(OCC(=O)NNC(=O)c2cc3ccccc3o2)cc1 | i | i
CC(C(=O)Nc1ccccn1)c1ccccc1 (stereo not given) | i | i
O=C(NCc1ccco1)c1ccc2[nH]c(=O)c(=O)[nH]c2c1 | i | i
Cc1ccccc1-n1nnnc1SCCCC(=O)c1ccc(F)cc1 | i | i
Cc1ccc(N=Cc2c(C)[nH]n(-c3nc4ccccc4[nH]3)c2=O)cc1 | i | i
COc1ccc(-c2cc(-c3ccco3)[nH]c(=O)c2C#N)cc1OC | i | i
CN(C)CCCN1c2ccccc2CCc2ccc(Cl)cc21 | i | i
CCn1c(SCC(=O)Nc2cc(C)on2)nnc1-c1ccncc1 | i | i
CCCCN1C(=O)C(=O)N(CC(=O)c2ccc3c(c2)OCO3)C1=O | i | i
O=C(Nn1cnnc1)c1ccc([N+](=O)[O-])cc1 | i | i
CC1=C(C(=O)OC(C)C)C(c2cccnc2)n2ncnc2N1 (stereo not given) | i | i
Cc1ccc(NC(=O)CN2CCN(c3ccccn3)CC2)c(Cl)c1 | i | i
COC(=O)/C(C#N)=C/c1c[nH]c2ccccc12 | i | i
COc1cc(C(=O)NCC(=O)N2CCN(S(=O)(=O)c3ccccc3)CC2)cc(OC)c1OC | i | i
O=C(O)c1cc(N/N=C/c2ccc(OCc3ccccc3)cc2)ccc1Cl | i | i
Cc1cc(NC(=O)C2C3C(=O)N(CCC(C)C)C(C(=O)NCc4ccccc4)C34C=CC2(C)O4)no1 (stereo not given) | i | i
N/C(=N\OC(=O)c1ccc2c(c1)OCO2)c1cccnc1 | i | i
O=C(c1ccc(Br)o1)N1CCN(c2ccc(F)cc2)CC1 | i | i
Cc1cc(C)n2cc(CSc3ncccc3C(=O)O)nc2n1 | i | i
O=C(CCc1nnc2ccc(NCc3ccccc3)nn12)NCC1CCN(C2CCCC2)C1 (stereo not given) | i | i
CC(C)(C)n1nc2c(c1NC(=O)Cc1cccs1)CSC2 | i | i
COc1cc(C(=O)Nc2nc3ccccc3[nH]2)ccc1OC(F)F | i | i
COCCNC(=O)/C(C#N)=C/c1cccc(/C=C(\C#N)C(=O)NCCOC)c1 | i | i
O=C(O)c1ccc(N2CCc3ccccc32)c([N+](=O)[O-])c1 | i | i
COc1cc(C(=O)N2CCc3ccccc32)c([N+](=O)[O-])cc1OC | i | i
Nc1ccccc1N=Cc1ccc(-c2cccc(Cl)c2)o1 | i | i
S=C(NCc1ccco1)Nc1cc(Cl)c(Cl)cc1Cl | i | i
NS(=O)(=O)c1ccc(Nc2nc(-c3cccc([N+](=O)[O-])c3)cs2)cc1 | i | i
COCCOC1CCN(C(=O)c2cc(COc3ccc(-n4cncn4)cc3)on2)CC1 | i | i
Cc1cc(C)n2nc(SCC(=O)N(C)Cc3ccccc3)nc2n1 | i | i
COc1cccc(NC(=O)CN(C)C(=O)c2oc3c(ccc4ccccc43)c2C)c1 | i | i
C(=C\c1ccccc1)/CN1CCN(Cc2ccc3c(c2)OCO3)CC1 | i | i
Cc1ccc2nc(Nc3nc(C)cc(C(F)(F)F)n3)nc(C)c2c1 | i | i
CSCC[C@H](NC(=O)[C@@H]1CSC2c3ccccc3C(=O)N21)C(=O)N1CCC[C@H]1CO (stereo not given in full) | i | i
COc1cc(CCNc2ccc3nnc(-c4ccccc4)n3n2)cc(OC)c1OC | i | i
CCCc1c(C)[nH]c2ccc(NC(C)=O)cc2c1=O | i | i
Cc1ccccc1NC(=O)C(=O)NCCCN1CCOCC1 | i | i
Cc1cc(NC(=O)COC(=O)C2CCN(C(=O)c3ccc(Cl)cc3)CC2)no1 | i | i
COc1ccc2nc(NC(=O)CSC3=NCCS3)sc2c1 | i | i
O=C(N/N=C/c1cc([N+](=O)[O-])ccc1O)C1CCCCC1 | i | i
COCCN(C(=O)c1ccco1)C(C(=O)NC1CCCC1)c1cccs1 (stereo not given) | i | i
CCOC(=O)CSc1nc(C2CC2)cc(-c2ccc(Cl)cc2)c1C#N | i | i
CN(C)c1ccc(C2N3CC4(C)CN2CC(C)(C3)C4O)cc1 (stereo not given) | i | i
Cc1cccc(-n2c(=O)c3ccccc3n3c(=S)[nH]nc23)c1C | i | i
Cc1ccc(CN(c2ccc(C(=O)N3CCCC3)cc2)S(C)(=O)=O)cc1 | i | i
CCn1cc(C(=O)NCCc2ccc(OC)c(OC)c2)c(=O)c2cc(S(=O)(=O)N3CCOCC3)ccc21 | i | i
O=C1CC[C@@H](C(=O)O)N1 | i | i
COC(=O)c1ccc(CN(c2ccc(C(=O)O)c(O)c2)S(=O)(=O)c2ccc(Cl)c([N+](=O)[O-])c2)cc1 | i | i

Later entries
SMILES | CHT allo act | CHT inh
CC(C)c1ccc(CNC(=O)CSCC(=O)Nc2ccc3ccccc3c2)cc1 | i | i
COc1ccc(N2CCN(CCNC(=O)CCCn3c(=O)[nH]c4cc(Cl)ccc4c3=O)CC2)cc1 | i | i
O=C(O)c1ccccc1C(=O)c1cccc2ccccc12 | i | i
CC(OC(=O)c1ccc(OCC2CCCO2)cc1)C(=O)N(C)Cc1ccccc1 (stereo not given) | i | i
Cc1csc(NC(=O)c2cc3c(s2)CCC3)n1 | i | i
CCOC(=O)c1c(S(=O)(=O)NCc2cccs2)c(C)n(C)c1C | i | i
CCOC(=O)N1CCN(C(=O)c2ccc3c(c2)NC(=O)/C(=C\c2ccc(OC)c(OC)c2)S3)CC1 | i | i
CCOCCCNC(=O)c1ccc2c(c1)ncn2-c1cccc(C)c1 | i | i
C/C(CC(=O)Nc1ccc(F)cc1)=N\NC(=O)Cc1csc(N)n1 | i | i
CCCNC(=O)Cc1c(C)oc2ccccc12 | i | i

Rewritten with tabs: part of the list above
structure	CHT allo act	CHT inh
COc1ccc(N2CCN(CCNC(=O)CCCn3c(=O)[nH]c4cc(Cl)ccc4c3=O)CC2)cc1	i	i
CCOC(=O)c1c(S(=O)(=O)NCc2cccs2)c(C)n(C)c1C	i	i
CCOC(=O)N1CCN(C(=O)c2ccc3c(c2)NC(=O)/C(=C\c2ccc(OC)c(OC)c2)S3)CC1	i	i

The list goes on.
SMILES | CHT allo act | CHT inh
COCCNC(=O)c1onc(CSc2ccccc2)c1C(=O)O | i | i
COc1ccc(CNC(=O)COC(=O)/C=C/c2ccco2)cc1 | i | i
O=C(CCCCCn1c(=S)[nH]c2ccc(N3CCOCC3)cc2c1=O)NCc1ccccc1 | i | i
C/C(=N\N=c1/sc2ccccc2n1C)c1ccc(N2CCOCC2)cc1 | i | i
COc1ccc(OC)c(S(=O)(=O)N2CCN(C34CC5CC(CC(C5)C3)C4)CC2)c1 | i | i
O=C(CNc1ccc2ccccc2c1)N/N=C/c1ccccn1 | i | i
O=C(Nc1cccc(Cl)c1)N1CCSc2cc(Cl)ccc21 | i | i
CC(C)n1nc(C(=O)NCCCN2CCCC2=O)c2ccccc2c1=O | i | i
CCNc1oc(-c2ccc(OC)cc2)nc1S(=O)(=O)c1ccc(Br)cc1 | i | i
O=C(NCc1ccccc1)c1onc(CSc2ccncc2)c1C(=O)NCc1ccccc1 | i | i
O=C(CN1CCOCC1)Nc1ncc(Cc2cccc(Cl)c2Cl)s1 | i | i
COc1cccc(C(=O)OCCN2CCCCC2)c1 | i | i
O=C(CN1CCS(=O)(=O)CC1)NNC(=O)C1CCCCC1 | i | i
CCCCNc1cc(=O)n(C)c(=O)n1C | i | i
COc1ccc(CC(=O)Nc2cccc(-c3nnc(-c4cccc(C)c4)o3)c2)cc1OC | i | i
CCC(CC)NC(=O)COc1ccc(OC)cc1C=O | i | i
Cn1nnc(NC(=O)c2ccc3ccccc3c2)n1 | i | i
COC(c1ccccc1)c1nnc(CCC(=O)NCc2cccc(-n3cccn3)c2)o1 (stereo not given) | i | i
COc1ccc(S(=O)(=O)NNC(=O)C23CC4CC(CC(C4)C2)C3)cc1[N+](=O)[O-] | i | i
O=C(CNS(=O)(=O)c1ccc(Cl)cc1)N/N=C/c1ccco1 | i | i
CC1=CC(=C(C#N)c2nc3ccccc3s2)C=C(C)N1c1ccc(F)cc1 | i | i
CCCCCCCNC(=O)C1(CC2CC(c3ccc(Cl)cc3)=NO2)CCN(C(=O)c2cc(OCC)c(OCC)c(OCC)c2)CC1 (stereo not given) | i | i
Cc1nn(C(C)C(=O)N2CCN(c3ccccn3)CC2)c(=O)c2cc3occc3n12 (stereo not given) | i | i
CCC1(c2ccccc2)NC(=O)N(CC(=O)NNC(=O)c2ccoc2C)C1=O (stereo not given) | i | i
Cc1ccsc1-c1n[nH]c(=S)n1CC(C)C | i | i
O=C(CCCC(=O)NCc1ccc(F)cc1)NCc1ccc(F)cc1 | i | i
O=C(N/N=C/c1cccc(NC(=O)c2ccc(Cl)cc2)c1)c1cccc(O)c1 | i | i
Cc1cc(C)n(C(=O)c2cccc([N+](=O)[O-])c2)n1 | i | i
COc1ccc(C2C(C(C)=O)=C(O)C(=O)N2c2ccc(F)cc2)cc1 (stereo not given) | i | i
COc1ccccc1CNC(=O)CCNC(=O)Cn1cnc2ccccc2c1=O | i | i
Cc1cc(/C=N/NC(=O)c2c(Br)cnn2C)c(C)n1-c1cccc(Br)c1 | i | i
COc1ccc(C2=NN(C(=O)COc3ncnc4ccccc34)C(c3ccco3)C2)cc1 (stereo not given) | i | i
Cc1ccc(-c2nc3ccccn3c2C=O)cc1 | i | i
CCCCCCc1ccc(N2C[C@H](CCCCC)[C@@H](CC(=O)NCc3ccccc3)C2=O)cc1 | i | i
S=C(NCCc1cccc(Cl)c1)NC1CCCCC1 | i | i
CCC1CCCCN1C(=O)COc1ccc(F)cc1 (stereo not given) | i | i

Part of the list above, with values under each structure.
Below each compound – CHT allo act | CHT inh
COc1ccc(C2=NN(C(=O)COc3ncnc4ccccc34)C(c3ccco3)C2)cc1 (stereo not given)
→ i | i
Cc1ccc(-c2nc3ccccn3c2C=O)cc1
→ i | i
CCCCCCc1ccc(N2C[C@H](CCCCC)[C@@H](CC(=O)NCc3ccccc3)C2=O)cc1
→ i | i
S=C(NCCc1cccc(Cl)c1)NC1CCCCC1
→ i | i
CCC1CCCCN1C(=O)COc1ccc(F)cc1 (stereo not given)
→ i | i

Bioassay records: PubChem, Johns Hopkins Ion Channel Center
